ABCB6 inh 2 – inhibitors of human ABC transporter ABCB6; K562-ABCB6 porphyrin accumulation, flow cytometry, 1 h; stronger effect = lower value; Q9NP58; hit rate 0.19% among 360,000; fluorescence ratio to DMSO, % at 10 µM; AID 602162;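 active = fluorescence ratio to DMSO below 75%, the collection mean minus 3 SD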;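 also: signal is porphyrin accumulated inside mitochondria; 100% equals median channel fluorescence of DMSO control wells; lower ratio means ABCB6 inhibition with less porphyrin fluorescence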
MC4R antagonist – human MC4R antagonism in cAMP assay; P32245; MC4R-expressing cells, MTII-stimulated cAMP, LANCE TR-FRET; hit rate 0.48% among 360,000; inhibition, % at 6.5 µM; AID 540295;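 active = inhibition above its plate's cutoff, the mean of tested wells on that plate plus 3 SD, cut at about 29% in these data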;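 also: 0% = Melanotan II alone and 100% = Melanotan II plus saturating MCL0020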
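Assay system: U2OS cells stably expressing human melanocortin 4 receptor (MC4R) / Dosing: 6.5 µM / Timing: compound 30 min, challenge 1 h, detection 1 h / Measured by: Eu-cAMP/anti-cAMP TR-FRET, emission 671 nm / Replicates: singlicate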
Vif inh – blocks HIV Vif function; HEK293T cells, Vif self-association by quenched fluorescence, imaging, 24 h; inhibition, % at 7.49 µM; hit rate 0.35% among 340,000; AID 602346; in the data active = inhibition above about 50%, passing the limit was not always enough; also: some results filed as inactive read as strong as hits
NOD2 RIPK2 PPI – blocks binding of human NOD2 to RIPK2; O43353; CHO BLA complementation NOD2-RIPK2, CCF4 ratio; inhibition, % at 4.98 µM; hit rate 0.38% among 360,000; AID 624267; in the data active = inhibition above about 21%;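 also: 0% = vehicle only and 100% = reference blocker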
ABHD5-PLIN5 inh – inhibitors of human ABHD5-perilipin-5 interaction | Split G. princeps luciferase complementation, luminescence, 4 h | hit rate 0.78% among 360,000 | inhibition, % at 4 µM | AID 602281;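 active = inhibition above the mean inhibition across every tested compound plus 3 SD, cut at about 22% in these data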;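 also: 0% = DMSO only wells and the 100% control is not disclosed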
Target sequence (Q00G26 whole entry, looked up): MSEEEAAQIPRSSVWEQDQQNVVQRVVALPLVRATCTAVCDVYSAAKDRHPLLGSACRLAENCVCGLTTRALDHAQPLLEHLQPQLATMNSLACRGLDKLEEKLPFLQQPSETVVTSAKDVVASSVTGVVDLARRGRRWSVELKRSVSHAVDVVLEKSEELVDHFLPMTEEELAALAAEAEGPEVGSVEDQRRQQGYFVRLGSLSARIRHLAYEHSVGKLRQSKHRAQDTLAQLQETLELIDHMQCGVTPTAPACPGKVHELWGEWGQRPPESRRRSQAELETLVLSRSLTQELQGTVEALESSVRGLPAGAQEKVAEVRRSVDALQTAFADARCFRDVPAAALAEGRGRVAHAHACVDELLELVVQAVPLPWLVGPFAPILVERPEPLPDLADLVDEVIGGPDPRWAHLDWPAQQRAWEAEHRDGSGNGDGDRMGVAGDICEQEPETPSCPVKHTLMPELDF
Target sequence (Q8WTS1 whole entry, looked up): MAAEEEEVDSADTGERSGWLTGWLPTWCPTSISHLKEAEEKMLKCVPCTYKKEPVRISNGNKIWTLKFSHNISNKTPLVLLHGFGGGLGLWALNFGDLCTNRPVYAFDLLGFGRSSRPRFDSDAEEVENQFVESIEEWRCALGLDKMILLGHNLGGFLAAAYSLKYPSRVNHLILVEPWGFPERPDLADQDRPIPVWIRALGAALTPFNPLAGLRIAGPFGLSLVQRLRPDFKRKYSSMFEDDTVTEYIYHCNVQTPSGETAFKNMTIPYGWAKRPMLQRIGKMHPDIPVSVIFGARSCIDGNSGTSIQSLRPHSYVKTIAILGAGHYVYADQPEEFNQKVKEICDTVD
Granule exo inh – blocks lytic granule exocytosis. TALL-104 LAMP-1 surface exposure, flow cytometry; cells stimulated with thapsigargin and PMA. inhibition, % at 10 µM. hit rate 0.66% among 360,000;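 active = inhibition above about 55%, limit read from the data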
N-glyco inh – N-linked glycosylation inhibition; D54 ERlucT glycosylation luciferase reporter, 24 h; percent of 100 nM tunicamycin response; reporter increase, % at 12.5 µM; hit rate 0.23% among 360,000; AID 588692;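 active = mean luciferase reporter signal, scaled so untreated is 0 and the glycosylation-blocking control 100, at or above a set limit in every replicate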;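 also: luciferase carries N-glycosylation sites so blocking glycosylation raises the light; 0% = median of neutral control wells and 100% = median of 100 nM tunicamycin wells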
MC4R barr agon – human MC4R agonism via beta-arrestin; P32245; U2OS MC4R beta-arrestin complementation, luminescence; percent of melanotan II response, DMSO zero; activation, % at 8.9 µM; hit rate 0.98% among 360,000; AID 540308;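 active = activation above a per-plate cutoff, the mean activation of sample wells on that plate plus 3 SD, cut at about 8% in these data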
aDG glyco act – alpha-DG glycosylation activation. hit rate 0.22% among 360,000. Pro5-aDG cells, alpha-DG glycosylation AlphaScreen (IIH6); 0% Pro5, 100% B10-LARGE cell signal. activation, % at 10 µM. AID 624168;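 active = activation of at least 8% versus controls, or a plate z-score of at least 8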;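 also: Pro5 are CHO cells carrying HIG-tagged alpha-DG that lacks glycosylation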
TLR9-MyD88 block – inhibitors of human TLR9-MyD88 binding. Q9NR96+Q99836. CHO BLA complementation TLR9-MyD88, CCF4 FRET ratio. inhibition, % at 4.98 µM. hit rate 0.21% among 340,000. AID 504734;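 active = inhibition above the mean over all tested compounds plus 3 SD, cut at about 21% in these data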;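 also: 0% = DMSO only wells and 100% = clavulanate BLA inhibitor control wells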
An asterisk follows results filed as active; x = no result given. An excerpt; the hit share may differ from the screen's.

SMILES	ABCB6 inh 2	MC4R antagonist	Vif inh	NOD2 RIPK2 PPI	ABHD5-PLIN5 inh	Granule exo inh	N-glyco inh	MC4R barr agon	aDG glyco act	TLR9-MyD88 block
C[C@@]12CCC=C[C@H]1[C@H](c1ccc3ccccc3c1Br)N(Cc1ccccc1)C2=O	94	14	-20	4	-2	2	0	-0.9	0.5	2
Nc1n[nH]c(-c2ccc(F)cc2)n1	100	-1	14	2	5	14	1	-1.0	3.5	11
CS(=O)(=O)N1CCC(C(=O)Nc2cccc([N+](=O)[O-])c2)CC1	100	-9	2	-2	-6	-2	2	-1.6	-0.2	-5
CN(C)CCNC(=S)NC1CCCCC1	95	5	19	-6	-3	0	-2	-2.5	-0.1	0
CCC(=O)c1ccc(OCC(=O)Nc2cccc(S(=O)(=O)N(C)c3ccccc3)c2)cc1	89	3	-4	-7	-10	-9	-1	2.5	1.0	-5
N/C(=N\OC(=O)/C=C/c1ccccc1Cl)c1cccnc1	97	3	-2	2	2	-6	-4	-0.3	0.2	x
CCCC(=O)Nc1ccc(C(=O)Nc2nnc(COC)s2)cc1	83	10	-5	-5	4	1	0	-1.3	0.0	1
CCn1nc(C)c(CNC(=O)Nc2ccc3c(c2)OCO3)c1C	100	15	-5	-2	1	1	-1	-0.8	0.3	-1
CC(Oc1cccc(Cl)c1)C(=O)Nc1ccccc1C(=O)N1CCCCC1 (stereo unspecified)	91	10	-10	-5	-3	3	-2	0.9	0.2	-4
CN(c1ccc(C(=O)NCc2cccnc2)cc1)S(C)(=O)=O	87	-9	-3	0	6	18	2	0.4	-0.2	5
Cc1ccc(C(=O)NCCCN2CCOCC2)o1	101	14	6	1	1	6	2	-0.7	-0.1	-8
Cc1nnc2ccc(N3CCN(C(=O)c4ccccc4)CC3)nn12	99	5	7	-4	-3	2	2	-0.7	-0.1	-2
Cc1nc2cc(NC(=O)NC3CC3)ccc2n1C	94	-3	-1	-12	-1	-4	-1	0.9	-0.1	1
NS(=O)(=O)c1ccc(CCNC(=O)c2ccccc2-c2ccccc2)cc1	105	-3	5	-15	3	0	1	-1.6	-0.1	-5
CC(C)C(=O)N[C@H]1CCC2C3CC=C4C[C@@H](O)CC[C@]4(C)C3CC[C@@]21C (stereo partly specified)	102	13	2	-4	3	-7	-3	-1.4	0.2	0
CCOC(=O)c1oc2cccc(OCC(O)CNC(C)C)c2c1C (stereo unspecified)	101	-2	9	1	1	0	4	-3.5	0.7	3
O=S(=O)(Nc1ccncc1Cl)c1cc(Cl)ccc1Cl	100	15	-11	-2	2	-2	0	-1.1	0.0	0
CCN1C(=O)S/C(=C\c2ccc(N3CCOCC3)cc2C)C1=O	94	3	14	-4	2	-1	-8	0.0	0.6	0
CCn1c(CSc2nc(C)cc(C)n2)nnc1SCC(=O)Nc1cccc2ccccc12	101	2	1	0	3	-2	-2	0.0	-0.3	1
Cc1noc(C)c1C(=O)N1CCC(CO)(Cc2ccccc2)CC1	92	-6	2	-1	-1	-2	1	-3.6	0.0	-3
COc1ccc(S(=O)(=O)N2c3cc(Cl)ccc3Oc3nc4ccccc4nc32)cc1	86	-18	58*	-5	8	2	2	-1.2	-0.4	-8
O=C(CCc1ccccc1Cl)Nc1ccc(S(=O)(=O)Nc2nccs2)cc1	97	3	14	7	-7	3	-4	-1.7	-0.2	-7
CC(=O)c1cccc(NC(=O)C(CC(C)C)NC(=O)C2CCCCC2)c1 (stereo unspecified)	96	13	-5	-4	0	7	-1	0.8	-0.1	3
O=C(COc1ncnc2sccc12)Nc1ccc(F)cc1F	100	-3	-4	4	-6	11	1	-0.4	0.1	-1
Cc1cc(=O)[nH]c(SCc2nc3ccccc3n2Cc2ccccc2)n1	109	1	-16	4	0	1	3	-0.3	-0.3	2

Remaining list, next part:
SMILES	ABCB6 inh 2	MC4R antagonist	Vif inh	NOD2 RIPK2 PPI	ABHD5-PLIN5 inh	Granule exo inh	N-glyco inh	MC4R barr agon	aDG glyco act	TLR9-MyD88 block
Cc1ccc2cc(N)ccc2n1	99	4	2	4	-15	1	5	-1.2	0.0	9
CCN(CC)P(=O)(Nc1ccc([N+](=O)[O-])cc1)c1c(C)nn(CCC#N)c1NC(=O)c1ccc(Cl)cc1Cl (stereo unspecified)	97	18	x	7	-2	0	1	-2.4	-0.7	6
Cc1ccc(C(=O)Nc2cccc3ccccc23)o1	99	-5	0	-7	3	-1	0	-1.1	-0.1	x
CCOC(=O)CCCN1CC(O)=C(c2nc3ccccc3s2)C1=N	105	12	-2	3	3	4	2	-5.4	-0.2	5
Cc1nc(N2CCN(C(=O)c3ccco3)CC2)c2c3c(sc2n1)CCC3	95	11	-19	0	2	3	-1	-0.2	-0.4	-6
Cc1cc(C)c(C(=O)OCCNC(=O)c2cccnc2)cc1C	97	-6	x	-3	4	-2	2	0.5	2.2	-1
Cc1cccc(N2CN=c3s/c(=C\c4ccncc4)c(=O)n3C2)c1	101	1	0	-8	6	-2	-2	4.7	-0.1	2
CC(c1ccccc1C(O)c1ccccc1)N(C)C (stereo unspecified)	100	3	9	6	-4	-2	0	-2.8	0.2	-5
Cc1ccc(NC(=O)CSc2nc(=O)n(CCN(C)C)c3c2CCCC3)c(C)c1	98	25	-7	-5	-1	-4	-2	-1.6	0.1	-4
CCOC(=O)[C@@H]1[C@H]2COc3ccccc3[C@H]2N2C(=O)N(c3ccc(C(F)(F)F)cc3)C(=O)[C@]12C	92	7	-7	6	-14	0	-2	0.0	0.4	-1
O=C(O)C1=CC[C@@H](c2ccc(Cl)cc2)N(S(=O)(=O)c2ccc(Cl)cc2)[C@H]1c1ccc(F)cc1	99	12	1	-9	-2	-2	2	-2.7	-0.3	6
O=C(NNC(=O)c1cc(O)c(O)c(O)c1)NC1CCCCC1	x	8	6	15	2	-5	1	-1.7	0.6	1
O=C(Nc1ncccn1)c1ccc([N+](=O)[O-])cc1Cl	87	1	-5	-5	-5	0	1	0.0	0.0	-5
CC1CC(C)CN(C(=O)C2CCN(S(=O)(=O)N3CCC4(CC3)OCCO4)CC2)C1 (stereo unspecified)	108	2	-6	4	-2	-15	0	-2.2	0.0	6
O=c1nc2n(c3ccc(Br)cc13)CCS2	99	28	-1	-10	6	-10	1	1.0	-0.2	3
CCCCC(=O)N1CCN(c2nc(-c3ccc(F)cc3)cs2)CC1	92	4	11	6	-7	-8	0	1.5	0.1	-2
CCCc1cc(=O)[nH]c(SCC(=O)c2cc(C)n(C(C)COC)c2C)n1 (stereo unspecified)	96	2	0	-83	-6	1	1	0.0	-0.1	-6
Cn1c2ccccc2c(=O)c2cc(C#Cc3ccc(N)cc3)ccc21	94	-2	3	-3	0	-4	6	1.1	0.4	-8
CCOc1ccc(S(=O)(=O)N2CCN(C)CC2)cc1NC(=O)c1ccccc1F	103	3	-5	-4	0	-3	4	-1.8	0.0	-9
O=C1c2ccccc2C(=O)c2c1cccc2N1CCCC1	104	3	9	-4	3	5	2	-1.9	-0.4	3
O=c1c(Cc2ccc(Cl)cc2Cl)c(O)ccn1Cc1ccncc1	97	3	-2	1	2	-2	1	-3.5	-0.1	-3
CSc1nnc2c(n1)OC=Nc1ccc(Br)cc1-2	96	7	-5	3	-2	-1	1	-0.6	-0.1	-8
O=C(Nc1ccc(-n2ccnc2P(=O)(O)c2ccccc2)cc1)c1ccccc1Cl	97	13	-16	-7	7	0	3	0.1	0.1	-11
Cc1ccc(-n2c(SCC(=O)NCC3CCCO3)nc3c(c2=O)SCC3)cc1 (stereo unspecified)	106	-1	-3	-1	-5	1	1	-1.4	-0.2	-15
C/C(=N/NC(=O)CNc1ccc(C)cc1)c1ccc(Cl)cc1	100	0	5	-3	-1	2	0	0.9	-0.2	3

More compounds follow.
SMILES	ABCB6 inh 2	MC4R antagonist	Vif inh	NOD2 RIPK2 PPI	ABHD5-PLIN5 inh	Granule exo inh	N-glyco inh	MC4R barr agon	aDG glyco act	TLR9-MyD88 block
CC(NC(=O)c1cc2cc([N+](=O)[O-])ccc2oc1=O)C1CCCO1 (stereo unspecified)	100	-8	8	-10	2	1	-3	-0.5	-0.1	13
Cc1ccc(S(=O)(=O)CNC(=O)c2ccccc2)cc1	95	7	5	2	4	-2	2	-0.8	-0.2	2
COCCNC(=O)c1sc2ncn(CC(=O)N3CCCCC3)c(=O)c2c1C	94	4	4	4	6	1	1	-2.2	-0.2	-5
CN(C)C(CNC(=O)c1cc(S(=O)(=O)N(C)c2ccccc2)ccc1Cl)c1cccs1 (stereo unspecified)	101	2	3	-13	2	2	-2	-0.6	0.1	-10
Nc1ncc(Br)cc1S(=O)(=O)NCCC(=O)Nc1cccc(Cl)c1	100	-4	3	-11	0	0	-2	-1.4	0.0	1
c1csc(Cc2nn3c(-c4ccncc4)nnc3s2)c1	108	-4	-2	-5	-4	3	-5	0.1	0.4	3
COc1ccc(S(=O)(=O)n2cnc(C)c2)cc1	102	-7	-5	-9	1	5	1	-1.9	-0.3	3
CCOc1ccc2oc(C(=O)OCC(=O)N(CC(C)C)c3c(N)n(Cc4ccccc4)c(=O)[nH]c3=O)c(C)c2c1	104	-1	-7	-6	0	3	-2	-2.0	0.4	8
CC(C)c1ccc(Nc2nnc(SCC(=O)NCC3CCCO3)s2)cc1 (stereo unspecified)	100	6	-1	-7	-7	-2	-6	-1.6	0.1	-2
COc1ccc(N=C2SC(CC(=O)Nc3ccccc3)C(=O)N2CC2CCCO2)cc1 (stereo unspecified)	100	-3	-9	4	1	2	-1	-0.6	-0.1	3
Cc1cc(NC(=O)CSc2nc3ccccc3n2CC(=O)N2CCCCC2)no1	99	5	-8	-5	1	7	1	-2.3	0.4	-2
Fc1ccc(-c2nc(-c3cccs3)[nH]c2-c2ccc(F)cc2)cc1	96	4	-2	4	-7	13	-3	2.7	1.3	-2
CC1Nc2ncnc(N3CCc4ccccc4C3)c2N(Cc2ccc(Cl)cc2)C1=O (stereo unspecified)	105	-1	-2	15	20	-2	0	-1.6	0.5	-6
CCc1cc(CNC(=O)CCc2nnc(CCCc3ccccc3)o2)on1	104	-9	-5	-5	3	-3	-1	1.2	0.0	12
COCOc1cccc(CN2CCC2(C)C(=O)Nc2ccc(C)c(O)c2)c1 (stereo unspecified)	95	3	0	-2	8	7	-9	-0.2	0.3	x
O=C(CSc1ccc(Br)cc1)Nc1cccc(S(=O)(=O)N2CCOCC2)c1	98	0	-2	12	-8	12	1	-3.1	-0.2	3
COc1cccc2sc3ccc(C#Cc4ccc(N)cc4)cc3c(=O)c12	100	7	6	-3	-3	-6	3	-0.3	-0.4	-1
CC1(C)CC2CC(C)(CN2C(=S)NC(=O)c2ccccc2Cl)C1 (stereo unspecified)	92	3	-2	-5	-3	-4	1	-0.9	0.4	-5
C/C(=N/NC(N)=S)c1cc2ccc(O)cc2oc1=O	109	-8	0	-82	0	2	2	1.9	0.1	-60

Vif inh: hit marks shown above
SMILES	ABCB6 inh 2	MC4R antagonist	Vif inh	NOD2 RIPK2 PPI	ABHD5-PLIN5 inh	Granule exo inh	N-glyco inh	MC4R barr agon	aDG glyco act	TLR9-MyD88 block
COc1ccc(S(=O)(=O)N2c3cc(Cl)ccc3Oc3nc4ccccc4nc32)cc1	86	-18	58*	-5	8	2	2	-1.2	-0.4	-8

Bioassay records deposited in PubChem BioAssay by several laboratories.
